Pf Dd2 inh = P. falciparum Dd2 growth inhibitors, primary screen, SYBR Green fluorescence, single dose replicates; 72 h; stronger effect = lower value; AID 1159554, 2015; activity change, % at 10 µM; hit rate 2.3% among 94,000; in the data active = activity change below about -80%; inconclusive = no clear call, values can overlap the other calls
KDM4C inh = inhibitors of GASC-1 (KDM4C) histone demethylase, primary screen, biochemical, single concentration HTS | inhibition, % at 12.5 µM | hit rate 0.15% among 96,000 | Lysine-specific demethylase 4C (Homo sapiens), Q9H3R0 | GST-KDM4C 2-372, H3K9me3 peptide, LANCE TR-FRET;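 active = mean replicate inhibition above about 25%, with at least 55% of replicates also reaching it, limit read from the data, passing the limit was not always enough; inconclusive = only one of those two conditions met; inactive = neither condition met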
Target sequence (Q9H3R0 2-372 limits assumed): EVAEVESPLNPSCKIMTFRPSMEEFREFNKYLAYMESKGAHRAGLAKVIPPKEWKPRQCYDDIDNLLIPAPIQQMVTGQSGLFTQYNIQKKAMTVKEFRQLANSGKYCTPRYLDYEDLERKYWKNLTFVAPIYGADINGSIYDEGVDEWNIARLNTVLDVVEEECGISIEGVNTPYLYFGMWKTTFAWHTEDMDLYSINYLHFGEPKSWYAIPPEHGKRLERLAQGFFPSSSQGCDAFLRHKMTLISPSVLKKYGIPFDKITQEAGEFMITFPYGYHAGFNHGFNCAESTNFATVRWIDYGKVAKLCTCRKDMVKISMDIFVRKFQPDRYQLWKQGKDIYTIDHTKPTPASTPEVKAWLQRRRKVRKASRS
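System: N-terminal GST-fused human GASC-1 (KDM4C) fragment, residues 2-372; amount: enzyme final amount 10 nM; incubation: reaction 30 min RT, detection step 1 h RT; medium: HEPES buffer, pH 7.5, plus ascorbate; technique: LANCE TR-FRET, Eu antibody, ULight-streptavidin, EDTA, ex 340 nm, em 618/671 nm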
T cruzi growth = T. cruzi intracellular proliferation inhibitors, primary screen, cell-based, beta-gal Tulahuen parasites, NIH3T3 host, luminescence; inhibition, % at 8.34 µM; hit rate 5.9% among 77,000; T. cruzi beta-gal in NIH3T3, GalScreen luminescence, 90 h;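 active = mean inhibition above about 93%, with at least 55% of replicates each passing it, limit read from the data, passing the limit was not always enough; inconclusive = only one of those two conditions holds; inactive = neither condition holds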
C diff HTS = C. difficile growth inhibitors, primary screen, HTS; hit rate 0.25% among 86,000; Clostridium difficile clinical isolate growth, OD600, 24 h; stronger effect = lower value; growth activity, negative = inhibition, % at 16 µg/mL (by protocol);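 active = mean growth activity at or below -80% and every replicate also at or below -80%; inconclusive = mean at or below -80% but some replicate above -80%; inactive = mean growth activity above -80%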;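 also: 0% = DMSO wells and -100% = levofloxacin 16 µg/mL wells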
* = called active by the depositor; ? = inconclusive; nt = not tested or not shown; & = joins results of further samples.

Screens by letter – A = Pf Dd2 inh; B = KDM4C inh; C = T cruzi growth; D = C diff HTS
C[C@@H]1CN([C@@H](C)CO)C(=O)Cc2cc(NS(=O)(=O)c3cccs3)ccc2O[C@@H]1CN(C)Cc1ccc(Cl)c(Cl)c1
  A: 2; B: -0.9; C: 53; D: 1

CN(C)CCCNC(=O)C[C@@H]1CC[C@H](NC(=O)c2ccccc2F)[C@@H](CO)O1
  A: 14; B: 5.5; C: 0; D: nt

C[C@@H]1CN([C@H](C)CO)C(=O)c2cc(C#C[C@@H](C)O)cnc2O[C@@H]1CN(C)C(=O)CN1CCOCC1
  A: -4; B: -1.1; C: 17; D: -5

C[C@@H]1CCCCO[C@H](CN(C)C(=O)c2ccncc2)[C@@H](C)CN([C@H](C)CO)C(=O)c2cc(NC(=O)c3ccccc3)ccc2O1
  A: 15; B: 3.1; C: 29; D: -1

CNC[C@@H]1Oc2ccc(NS(C)(=O)=O)cc2C(=O)N([C@H](C)CO)C[C@H]1C
  A: -6; B: 1.0; C: 19; D: 0

COc1ccccc1NC(=O)N1C[C@H]2[C@@H](c3ccccc31)[C@@H](CO)N2C(C)=O
  A: -9; B: 1.0; C: -8; D: 18

C[C@@H]1CN([C@H](C)CO)C(=O)c2cc(NC(=O)C3CC3)ccc2O[C@@H]1CN(C)Cc1ccccc1
  A: 8; B: -1.2; C: -36; D: 2

COc1ccc(NC(=O)Nc2ccc3c(c2)CC(=O)N([C@@H](C)CO)C[C@@H](C)[C@@H](CN(C)S(=O)(=O)c2cn(C)cn2)O3)cc1
  A: -26; B: 1.8; C: -18; D: 2

C[C@@H]1CN([C@@H](C)CO)C(=O)c2cc(NC(=O)CCN3CCOCC3)ccc2O[C@H]1CN(C)Cc1ccc(C(=O)O)cc1
  A: 2; B: 0.5; C: -9; D: nt

CO[C@H]1CN(C)C(=O)c2cc(NC(C)=O)ccc2OC[C@H](C)N(C(=O)C2CCC2)C[C@@H]1C
  A: nt; B: 1.3; C: 28; D: nt

C/C=C/c1cnc2c(c1)C(=O)N([C@@H](C)CO)C[C@H](C)[C@@H](CN(C)C(=O)Nc1ccc(C(F)(F)F)cc1)O2
  A: -13; B: -0.3; C: 108; D: -10

Cc1ccc(S(=O)(=O)N(C)C[C@H]2Oc3ccc(NC(=O)C4CCCCC4)cc3C(=O)N([C@@H](C)CO)C[C@H]2C)cc1
  A: -12; B: -2.8; C: 86; D: -4

O=S(=O)(c1cccc(F)c1)N1[C@@H]2CNC[C@H]1C2c1ccc(-c2ccccc2F)cc1 (stereo partly specified)
  A: 1; B: 0.0; C: nt; D: 77

C[C@@H]1CCCCO[C@H](CN(C)Cc2ccncc2)[C@@H](C)CN([C@H](C)CO)C(=O)c2cc(NS(=O)(=O)c3ccccc3)ccc2O1
  A: -51; B: -0.8; C: -64; D: -3

C[C@@H]1CN([C@@H](C)CO)C(=O)c2cc(NC(=O)Nc3cccc4ccccc34)ccc2O[C@@H](C)CCCCO[C@@H]1CN(C)C(=O)Nc1ccccc1
  A: -72; B: -1.2; C: 6; D: nt

C[C@H](CO)N1C[C@H](C)[C@H](CN(C)S(=O)(=O)c2cccs2)Oc2ccc(NC(=O)C3CCCCC3)cc2CC1=O
  A: -7; B: 0.1; C: 20; D: -6

CN(C)C(=O)C[C@@H]1CC[C@H]2[C@@H](COC[C@@H](O)CN2S(=O)(=O)c2ccccc2)O1
  A: -29; B: 1.3; C: nt; D: 1&-1

C[C@@H]1CN([C@@H](C)CO)C(=O)c2cc(NS(=O)(=O)c3cn(C)cn3)ccc2O[C@@H]1CN(C)S(=O)(=O)c1cccs1
  A: -5; B: -0.5; C: 43; D: nt

COCC(=O)N(C)C[C@@H]1Oc2cc(C3=CCCCC3)ccc2S(=O)(=O)N([C@H](C)CO)C[C@@H]1C
  A: 23; B: 3.3; C: -10; D: 3

C[C@@H]1CN([C@H](C)CO)C(=O)Cc2cc(N(C)C)ccc2O[C@@H]1CN(C)Cc1ccncc1
  A: 3; B: 0.6; C: 78; D: -1

O=C(N[C@@H]1CC[C@H](CCNS(=O)(=O)c2ccc(Cl)cc2)O[C@@H]1CO)c1cnccn1
  A: 7; B: 0.5; C: -44; D: 1

CN(C)C(=O)C[C@@H]1CC[C@@H](NC(=O)NC2CCCCC2)[C@@H](CO)O1
  A: 16; B: 3.0; C: nt; D: 0

C[C@H]1CN([C@@H](C)CO)C(=O)c2cc(-c3ccc(C#N)cc3)cnc2O[C@@H]1CN(C)Cc1cccnc1
  A: 7; B: 1.8; C: -24; D: -2

C[C@@H]1CN([C@H](C)CO)C(=O)c2cc(NC(=O)CCCCCC(=O)Nc3ccccc3N)ccc2O[C@@H]1CN(C)C
  A: 37; B: 0.1; C: nt; D: -1

C[C@H](CO)N1C[C@H](C)[C@@H](CN(C)S(=O)(=O)c2ccc(Cl)cc2)OCCCC[C@H](C)Oc2ccc(NC(=O)Nc3ccc(F)cc3)cc2C1=O
  A: -26; B: 1.0; C: 88; D: 11

COc1ccc(NC(=O)Nc2cccc3c2O[C@@H](CN(C)S(=O)(=O)c2ccc(C)cc2)[C@H](C)CN([C@@H](C)CO)C3=O)cc1
  A: -14; B: 1.4; C: 50; D: 2

Cc1ccc(S(=O)(=O)N(C)C[C@@H]2Oc3ccc(NC(=O)C4CCCCC4)cc3CC(=O)N([C@H](C)CO)C[C@@H]2C)cc1
  A: -58; B: -1.9; C: 27; D: 8

CC(=O)N(C)C[C@@H]1Oc2cc(C#Cc3ccccc3)ccc2S(=O)(=O)N([C@H](C)CO)C[C@@H]1C
  A: -41; B: 3.0; C: 66; D: -16

COc1ccccc1-c1cnc2c(c1)C(=O)N([C@H](C)CO)C[C@@H](C)[C@@H](CN(C)C(=O)c1cccnc1)O2
  A: -66; B: 6.9; C: nt; D: -2

C[C@@H]1CN([C@H](C)CO)C(=O)c2cc(NC(=O)Nc3ccc4c(c3)OCO4)ccc2O[C@@H](C)CCCCO[C@@H]1CN(C)Cc1ccc(C(F)(F)F)cc1
  A: -71; B: -2.2; C: 81; D: nt

N#C[C@@H]1[C@@H](c2ccccc2)[C@H](CO)N1S(=O)(=O)Cc1ccccc1
  A: 10; B: -1.9; C: 37; D: -2

CCCNC(=O)N(C)C[C@H]1Oc2ncc(C3=CCCC3)cc2C(=O)N([C@@H](C)CO)C[C@@H]1C
  A: 7; B: 3.2; C: nt; D: 12

CC(C)c1cn(CC[C@H]2CC[C@H](NS(=O)(=O)c3ccccc3)[C@H](CO)O2)nn1
  A: 7; B: -1.5; C: -24; D: 7

C[C@@H]1CN([C@H](C)CO)C(=O)c2cccc(NC(=O)Nc3ccccc3)c2O[C@H]1CN(C)C(=O)Nc1ccc(C(F)(F)F)cc1
  A: 0; B: -1.1; C: 31; D: 11

CO[C@@H]1CN(C)C(=O)c2ccc(NC(=O)Nc3c(C)noc3C)cc2OC[C@@H](C)NC[C@H]1C
  A: 31; B: 1.0; C: 11; D: nt

N#C[C@H]1[C@@H](c2ccc(/C=C/c3ccccc3)cc2)[C@@H](CO)N1C(=O)Nc1ccccc1F
  A: 17; B: -0.6; C: 94; D: -1

COc1ccc2c3c([nH]c2c1)[C@@H](CO)N(C(=O)C1CCCC1)CC31CCN(Cc2cccc(F)c2)CC1
  A: -58; B: -1.8; C: nt; D: 1

C[C@H](CO)N1C[C@H](C)[C@H](CN(C)S(=O)(=O)c2cn(C)cn2)Oc2ccc(NC(=O)CCN3CCOCC3)cc2C1=O
  A: 4; B: 0.5; C: 86; D: -5

COc1cccc(C#Cc2ccc([C@@H]3[C@@H](CO)N4C(=O)CN(C(=O)C5CC5)C[C@@H]34)cc2)c1
  A: -3; B: -1.3; C: nt; D: -13

C[C@@H]1CCCCO[C@H](CN(C)C(=O)Nc2ccc(C(F)(F)F)cc2)[C@H](C)CN([C@H](C)CO)C(=O)c2cc(NC(=O)CCC(F)(F)F)ccc2O1
  A: -79; B: -2.3; C: 107*; D: 3

COc1cccc(S(=O)(=O)N2[C@@H]3CNC[C@H]2C3c2ccc(-c3cccc(C)c3)cc2)c1 (stereo partly specified)
  A: -7; B: -2.4; C: nt; D: -9

COc1ccc(S(=O)(=O)N[C@H]2C=C[C@H](CC(=O)NCCc3ccncc3)O[C@@H]2CO)cc1
  A: -20; B: 1.4; C: 52; D: 0

C[C@H](CO)N1C[C@H](C)[C@H](CN(C)C(=O)CC2CC2)Oc2ncc(-c3ccc(C#N)cc3)cc2C1=O
  A: 11; B: -0.7; C: -13; D: 2

COc1ccc(S(=O)(=O)Nc2cccc3c2O[C@H](CN(C)Cc2ccc(Oc4ccccc4)cc2)[C@H](C)CN([C@H](C)CO)C3=O)cc1
  A: -56; B: -2.0; C: 68; D: 16

O=C(NCC[C@H]1CC[C@H](NS(=O)(=O)c2ccccc2)[C@@H](CO)O1)c1cc(Cl)cc(Cl)c1
  A: -13; B: 3.3; C: 30; D: nt

C[C@H](CO)N1C[C@H](C)[C@@H](CN(C)Cc2ccc(Oc3ccccc3)cc2)Oc2c(NC(=O)C3CCCCC3)cccc2C1=O
  A: -35; B: -3.0; C: ?; D: nt

COc1cccc(CNC(=O)C[C@H]2CC[C@H](NC(=O)C3CC3)[C@@H](CO)O2)c1
  A: 15; B: -2.3; C: nt; D: -1

C[C@H]1CN([C@@H](C)CO)C(=O)c2cccc(NC(=O)Nc3ccc(F)cc3)c2O[C@@H]1CN(C)C(=O)Nc1ccc(C(F)(F)F)cc1
  A: -29; B: -2.3; C: 54; D: 8

C[C@@H]1CN([C@@H](C)CO)C(=O)c2cc(NS(=O)(=O)c3ccccc3)ccc2O[C@@H](C)CCCCO[C@@H]1CN(C)Cc1ccccc1
  A: -42; B: 0.6; C: 63; D: nt

COc1ccc(-c2cnc3c(c2)C(=O)N([C@H](C)CO)C[C@H](C)[C@H](CN(C)Cc2ccc(C(=O)O)cc2)O3)cc1
  A: 22; B: -0.2; C: -93; D: -1

(continued)
Screens by letter – A = Pf Dd2 inh; B = KDM4C inh; C = T cruzi growth; D = C diff HTS
CO[C@H]1CN(C)C(=O)c2cc(NC(=O)C3CC3)ccc2OC[C@@H](C)N(Cc2cncnc2)C[C@H]1C
  A: 7; B: -0.4; C: -16; D: -3

C[C@H]1CN([C@@H](C)CO)C(=O)c2ccccc2-c2ccccc2CO[C@@H]1CN(C)C(=O)Cc1ccccc1
  A: -38; B: 1.3; C: 36; D: -7

CC(C)C(=O)Nc1ccc2c(c1)C(=O)N(C)[C@@H]1CC[C@H](CC(=O)NCC3CC3)O[C@@H]1CO2
  A: -3; B: 3.3; C: -28; D: -4

O=C(NC1Cc2ccccc2C1)[C@@H]1[C@@H](CO)[C@@H]2Cn3c(cccc3=O)[C@H]1N2Cc1ccccc1F
  A: 5; B: -1.9; C: 17; D: -5

O=C(c1ccccc1)N1C[C@@H]2[C@H](c3ccccc31)[C@H](CO)N2Cc1cc(F)ccc1F
  A: -5; B: 0.3; C: 14; D: 9

COc1cccc(C#Cc2ccc([C@H]3[C@@H](CO)N4C(=O)CN(C(=O)C5CC5)C[C@H]34)cc2)c1
  A: -3; B: -1.5; C: nt; D: -6

C[C@@H]1CCCCO[C@@H](CN(C)C(=O)Cc2ccccc2)[C@@H](C)CN([C@@H](C)CO)C(=O)c2cc(NC(=O)c3ccccc3)ccc2O1
  A: -60; B: 2.6; C: 61; D: 0

CN(C)CCCNC(=O)C[C@@H]1CC[C@H](NS(=O)(=O)c2ccccc2)[C@H](CO)O1
  A: 8; B: 1.4; C: 18; D: 0

C[C@H](CO)N1C[C@H](C)[C@H](CN(C)CC2CCCCC2)Oc2ccc(NC(=O)CCN3CCOCC3)cc2C1=O
  A: 2; B: 1.4; C: -37; D: 7

COC(=O)C[C@@H]1CC[C@H]2[C@H](COc3ccc(NC(=O)Nc4cccc(C)c4)cc3C(=O)N2C)O1
  A: -2; B: 0.4; C: 2; D: -2

CS(=O)(=O)N1CC(=O)N2[C@H](CO)[C@@H](c3ccc(C#CC4CCCC4)cc3)[C@H]2C1
  A: -16; B: -0.6; C: nt; D: -10

O=C(Nc1ccc(Cl)cc1)N[C@@H]1CC[C@@H](CCn2cc(C3(O)CCCC3)nn2)O[C@H]1CO
  A: -27; B: -1.2; C: 7; D: nt

Ordered by value in KDM4C inh (rising): 3 of the compounds above
structure	KDM4C inh
CC(C)c1cn(CC[C@H]2CC[C@H](NS(=O)(=O)c3ccccc3)[C@H](CO)O2)nn1	-1.5
C[C@@H]1CN([C@@H](C)CO)C(=O)Cc2cc(NS(=O)(=O)c3cccs3)ccc2O[C@@H]1CN(C)Cc1ccc(Cl)c(Cl)c1	-0.9
CN(C)C(=O)C[C@@H]1CC[C@@H](NC(=O)NC2CCCCC2)[C@@H](CO)O1	3.0

Screening data deposited in PubChem by Broad Institute.
